# HT1080 IDH1KD tx: kills HT-1080 cells with IDH1 knockdown. HT-1080 IDH1 knockdown viability, ATP luminescence, 48 h. Potency, µM (highest dose often 46.1 µM), for the others: at the top dose activity, negative = toxicity, most hits filed as cytotoxic. actives 2% (n = 360,000). AID 686971;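 also: potency is read from the fitted curve at half-maximal effect; 0% = DMSO wells and -100% = cell-free medium wells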
#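 Assay cells: HT-1080 with IDH1 knockdown, 750 per well, RPMI/5% FBS. Exposure: 48 h at 37 °C following 2 h pre-incubation. Read: CellTiter-Glo luminescence; fitted concentration-response, curve class assigned.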
# SW480 rereplic: induces DNA re-replication in SW480 colon adenocarcinoma cells. SW480 DNA re-replication, Hoechst DNA content imaging, 48 h. Potency, µM (titrated, usually from 46.1 µM), inactives show at the top dose re-replication activation, hits mostly activators. actives 1.8% (n = 340,000). AID 624297; also: potency is read from the fitted curve at half-maximal effect; % of control where 0% means no effect; nearly all actives have a fitted effect of over 55% in size
#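 Image-based read-out: total Hoechst fluorescence of nuclei (405 nm excitation, 500-530 nm emission), with hits raising the fraction of high-intensity nuclei. SW480 colon cells incubated 48 hr with compounds at 37 C.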
# GLP1R cytotox: cytotoxic in the GLP-1 receptor inverse agonist counter-screen; HEK293 cAMP-luciferase reporter cells, luminescence, 24 h; Potency, µM (highest dose often 38.3 µM), inactives show top-dose activity change, negative = inhibition, actives largely listed as inhibitors; actives 0.13% (n = 410,000);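 also: loss of luciferase light is scored as toxicity; potency is read from the fitted curve at half-maximal effect; % is scaled to controls: 0 for no effect and ±100 for the full control effect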
#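 Step one: seed cells (200 cells/uL, DMEM with 10% Nu serum, 1% pen-strep). Step two: 12-hour incubation at 37 deg C. Step three: pin 23 nL compound, incubate 24 hr. Step four: add luciferase reagent, read luminescence 12 min later.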
# KB-V1 MDR tox: kills drug-selected multidrug resistant KB-V1 cells | actives 3.4% (n = 400,000) | AID 1347076 | Potency, µM (top dose mostly 46.1 µM), inactives show at the highest dose activity change, negative = cytotoxicity, hits mostly cytotoxic | KB-V1 MDR cells viability, CellTiter-Glo, 72 h; also: potency is read from the fitted curve at half-maximal effect; % is scaled to controls: 0 for no effect and ±100 for the full control effect; nearly all actives have a fitted effect of over 60% in size
#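 Readout: CellTiter-Glo luminescence, 10 min after addition. Cells: KB-V1 MDR subline, 72 h at 37 degrees C with compound. Analysis: corrected, normalized data fitted to concentration-effect curves.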
# HT1080NT lethal: kills 2HG-producing HT-1080-NT fibrosarcoma cells; HT-1080-NT fibrosarcoma viability, CellTiter-Glo ATP luminescence, 48 h; AID 686970; Potency, µM (series often up to 46.1 µM), without a hit: top-dose activity, negative = less viability, most hits filed as cytotoxic; actives 1.6% (n = 360,000);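 also: NT is the 2HG producing partner of a matched IDH1 knockdown line; potency is read from the fitted curve at half-maximal effect; 0% = DMSO-treated cells and -100% = media-only wells without cells; nearly all actives have a fitted effect of over 55% in size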
#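 Luminescent CellTiter-Glo readout after 48 hours of compound exposure at 37 degrees C defined viability of HT-1080-NT cells. Activity was normalized to DMSO wells and cell-free media wells; concentration-response curves were fitted and assigned curve classes.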
# MCF10A rerep: inducers of DNA re-replication in MCF 10A breast cells; MCF 10A DNA re-replication, Hoechst nuclear intensity, 48 h; Potency, µM (highest dose often 46.1 µM), for inactives: at the highest dose activity, positive = re-replication, most hits filed as activators; actives 2.9% (n = 350,000); also: potency is read from the fitted curve at half-maximal effect; % of control where 0% means no effect; nearly all actives have a fitted effect of over 50% in size
# KB-3-1 tox: KB-3-1 parental cell cytotoxicity; KB-3-1 viability, CellTiter-Glo ATP luminescence, 72 h; Potency, µM (doses to about 46.1 µM), without a hit: top-dose activity change, negative = cytotoxic, most hits filed as cytotoxic; actives 1.4% (n = 400,000); also: potency is read from the fitted curve at half-maximal effect; % is scaled to controls: 0 for no effect and ±100 for the full control effect; nearly all actives have a fitted effect of over 60% in size
#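 Cells are dispensed, compounds pinned in, plates held at 37 °C for 72 h, then CellTiter-Glo is added and luminescence read after 10 minutes. Cell line: parental KB-3-1 in phenol-red-free DMEM, 10% FBS.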
# IL-1B inflam inh: inflammasome signaling inhibition, IL-1 beta readout. AID 743279. actives 4.7% (n = 360,000). THP-1 LPS/ATP IL-1B secretion, AlphaLISA, 16 h; active compounds read low. activity change, % at 57.5 µM; in the data active = activity change below about -50%; inconclusive = mostly about -30% to -49%; also: % is scaled to controls: 0 for no effect and ±100 for the full control effect
#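 Secreted IL-1B measured by AlphaLISA bead assay after 16 h compound exposure of THP-1 cells; compounds (final up to 57.5 uM) added 1 h before LPS (250 ng/mL) and ATP (1.25 mM) stimulation; lower signal means less secretion.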
# DRD3 agonist: activates the human D3 dopamine receptor; AID 652048; P35462; actives 0.58% (n = 410,000); D3R DiscoveRx beta-arrestin cells, luminescence, 90 min; max activation, %; in the data active = max activation above about 30%; also: 0% is about no effect; mostly tested at two doses, the higher about 12 µM
# Target sequence (P35462 whole entry, looked up): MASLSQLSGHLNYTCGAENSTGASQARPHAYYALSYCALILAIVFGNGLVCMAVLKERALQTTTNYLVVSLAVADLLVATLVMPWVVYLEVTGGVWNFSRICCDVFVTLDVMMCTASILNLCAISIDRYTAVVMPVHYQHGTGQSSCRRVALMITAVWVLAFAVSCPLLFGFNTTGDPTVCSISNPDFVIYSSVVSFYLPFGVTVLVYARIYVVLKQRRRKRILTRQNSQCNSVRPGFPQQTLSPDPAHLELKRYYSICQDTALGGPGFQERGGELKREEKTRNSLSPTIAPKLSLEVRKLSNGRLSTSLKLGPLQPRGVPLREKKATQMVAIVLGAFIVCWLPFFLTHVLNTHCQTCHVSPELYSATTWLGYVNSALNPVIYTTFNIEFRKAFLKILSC
#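 Agonist-mode cell screen: cells plated at 1500/well and incubated overnight at 37 °C, then exposed to library compounds for 90 min at 37 °C. Detection reagent was added for 30–60 min at room temperature, and luminescence was read.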
# Active calls of the source: *; ? = inconclusive; . = not tested or not shown; & = joins results of further samples; [ ] = another dose, or the depositor's remark. Unless noted, calls follow the shape of the dose curve; as a rule, active = well fitted curve in the direction sought with a large enough effect; inconclusive = small, poorly fitted or top-dose-only effect, or another doubt; inactive = no such curve, though single readings can be large; an effect the other way counts as inactive or inconclusive.
# The line under a structure holds: HT1080 IDH1KD tx, SW480 rereplic, GLP1R cytotox, KB-V1 MDR tox, HT1080NT lethal, MCF10A rerep, KB-3-1 tox, IL-1B inflam inh, DRD3 agonist
(1) COc1ccc(CN2CCCC(C(=O)c3cccc(C(F)(F)F)c3)C2)cc1O (stereo not given)
→ -5%, 22%, -14%, -23%, -14%, -21%, 3%, 4, -26
(2) CC(=NNc1nc2ccccc2o1)c1ncccn1
→ 1.2µM*, ?, ?, ?, ?, ?, 1.8µM*, -7, 5
(3) COc1ccc(-n2c(SCc3cn4c(C)cccc4n3)nc3ccccc3c2=O)cc1OC
→ ?, 12%, ?, ?, -1%, 1%, ?, ?, -8
(4) COc1ccccc1Oc1c(C)oc2c(CN3CCOCC3)c(O)ccc2c1=O
→ -3%, -4%, -2%, -6%, -6%, -7%, -1%, 7, -8
(5) COc1cc(C(C[N+](=O)[O-])c2c(N)n(C)c(=O)n(C)c2=O)ccc1O (stereo not given)
→ 21µM*, ?, -4%, ?, ?, 18µM*, ?, -2, 5
(6) CCOC(=O)c1ccc(-n2c(O)c(/C=N/NC(=O)C3COc4ccccc4O3)c3ccccc3c2=O)cc1 (stereo not given)
→ -13%, ?, 95%[activator], 16µM*, -13%, 29%, 5%, 36, 7
(7) CN(C)S(=O)(=O)c1cccc(NC(=O)c2cc(=O)[nH]c3ccccc23)c1
→ 5%, -6%, -1%, 1%, 8%, -1%, 0%, -16, -5
(8) COCCNc1nc(-c2cc(C)c(C)cc2C)cs1
→ 0%, 2%, 1%, ?, 0%, 3%, ?, 5, -3
(9) CCOc1ccc(C2=Nc3ccc(Br)cc3C(c3ccc(N4CCOCC4)cc3)=NN2)cc1
→ 8%, 4%, -3%, 5%, 18%, 12%, -7%, -25, -3
(10) CC(Oc1ccc2c(-c3ccccc3)cc(=O)oc2c1)C(=O)NC(Cc1c[nH]c2ccccc12)C(=O)O (stereo not given)
→ 1%, -6%, -2%, 15%, 6%, -19%, 6%, 18, 8
(11) O=C(O)Cc1ccc(NS(=O)(=O)c2ccc3ccccc3c2)cc1
→ 10%, -10%, -1%, 5%, 0%, -1%, -1%, 14, -12
(12) COc1ccc(CCC(=O)O)cc1OC
→ 22%, -5%, -3%, 0%, 25%, 0%, 1%, 4, 2
(13) COc1cc(OC)c(NC(=O)CCNS(=O)(=O)c2ccc3c(c2)oc(=O)n3C)cc1Cl
→ -5%, -147%, -1%&6%, 9%&-5%, -4%, -4%, 0%&9%, -4, -6&12
(14) C=CC[n+]1c(-c2ccc(OC)cc2)csc1NNC(=O)Nc1ccccc1
→ ?, 3%, 5%, 23µM*, ?, 11%, -17%, -25, 1
(15) CCS(=O)(=O)NCC(c1cccnc1)N1CCN(c2ccccc2OC)CC1 (stereo not given)
→ 7%, 1%, -28%, 0%, 9%, 4%, 6%, -10, 3
(16) COc1cc2[nH]c(=S)nc(NCc3cccnc3)c2cc1OC
→ 1%, -4%, 0%, 0%, 2%, -1%, 7%, 13, 1
(17) CCCCNC(=O)c1ccc2c(OCC)n(CCCC)nc2c1
→ 9%, -10%, 3%, -15%, 0%, -2%, 9%, 9, 5
(18) Brc1ccc2ncnc(NCc3cccnc3)c2c1
→ -16%, -6%, 13%, 4%, -4%, 7%, -7%, 18, 4
(19) Cc1ccc(-n2c(O)c(C=NCc3ccccn3)c3ccccc3c2=O)cc1
→ -4%, 10%, 8%, -1%, 1%, 15%, -10%, -11, 0
(20) COCCCNC(=O)C[C@@H]1C[C@@]2(C(=O)OC)CCCCC=C2N(Cc2ccccc2)C1=O
→ 1%, ., 5%, -37%, 4%, ., 9%, -3, -4

# Record cards, from the list above. Order of values: HT1080 IDH1KD tx	SW480 rereplic	GLP1R cytotox	KB-V1 MDR tox	HT1080NT lethal	MCF10A rerep	KB-3-1 tox	IL-1B inflam inh	DRD3 agonist
# Entry for `CCCCNC(=O)c1ccc2c(OCC)n(CCCC)nc2c1` → 9%	-10%	3%	-15%	0%	-2%	9%	9	5
# Entry for `CN(C)S(=O)(=O)c1cccc(NC(=O)c2cc(=O)[nH]c3ccccc23)c1` → 5%	-6%	-1%	1%	8%	-1%	0%	-16	-5
# Entry for `CCOc1ccc(C2=Nc3ccc(Br)cc3C(c3ccc(N4CCOCC4)cc3)=NN2)cc1` → 8%	4%	-3%	5%	18%	12%	-7%	-25	-3

# Following part:
# The line under a structure holds: HT1080 IDH1KD tx, SW480 rereplic, GLP1R cytotox, KB-V1 MDR tox, HT1080NT lethal, MCF10A rerep, KB-3-1 tox, IL-1B inflam inh, DRD3 agonist
(21) COCc1nnc(NC(=O)c2sc3ccccc3c2Cl)s1
→ -1%, -5%, -21%, ?, -28%, 2%, -8%, -8, -18
(22) Cc1ccc(N(CC(=O)NC2CCCCC2)C(=O)CCC(=O)Nc2nccs2)cc1
→ 8%, -4%, 1%, -22%, 6%, 3%, -20%, -6, 13
(23) COC(=O)c1cc(NC(=O)c2cc3ccccc3o2)cc(C(=O)OC)c1
→ -5%, -5%, -7%, -3%, 9%, 2%, 0%, 3, -5
(24) CCN1C[C@@H]2[C@@H]3C(=O)N(Cc4ccccc4)C(=O)[C@@H]3[C@](Cc3ccccc3)(C1=O)N2C(=O)c1ccc(C(F)(F)F)cc1
→ 2%, 0%, 17%, -1%, 4%, ?, -9%, 11, 9
(25) Cc1ccc(C(=O)CSc2ccc(-c3ccccc3)nn2)cc1
→ 26%, 1%, -5%, 13%, 17%, 0%, 10%, 27, 3
(26) N/C(Cc1ccc([N+](=O)[O-])cc1)=N\OC(=O)c1ccccc1Br
→ 15%, 0%, 8%[1.53 µM], -18%, 15%, 0%, -12%, ?, -6
(27) COc1ccc(C2CC(C(F)(F)F)n3ncc(C(=O)Nc4c(C)n(C)n(-c5ccccc5)c4=O)c3N2)cc1 (stereo not given)
→ -12%, -3%, 1%, -15%, 1%, 8%, -10%, -4, -1
(28) Cc1ccc(Cl)cc1N1CCN(S(=O)(=O)c2ccc3[nH]c(=O)c(=O)[nH]c3c2)CC1
→ -5%, -93%[inhibitor], -2%, -3%, -2%, 26%, 2%, -8, -8
(29) CCc1ccc(NC(=O)CCn2cnc3ccccc3c2=O)cc1
→ ., ., 6%, 4%, ., ., 4%, ., -16
(30) C[C@@H](NC(=O)c1nc[nH]c1C(=O)N(C)Cc1ccccc1)c1ccccc1
→ 8%, 3%, -24%, 0%, 8%, 22%, -1%, 3, 13
(31) O=C(c1cnc(N2CCOCC2)c2ccccc12)N1CCN(c2ccc(F)cc2)CC1
→ ., ., -6%, ?, ., ., -26%, ., 13
(32) O=C(CCc1nc2ccccc2c(=O)[nH]1)Nc1ccc(Cl)c(Cl)c1
→ ?, -107%[inhibitor], 7%, 21µM*, -14%, 20%, -5%, 0, 20
(33) COC(=O)N[C@@H]1C[C@H]2[C@@H]3CC[C@H]4C[C@@H](OC)CC[C@]4(C)[C@H]3CC[C@@]12C
→ ?, -5%, 1%, 0%, -11%, ?, -2%, 41, 13
(34) CCOC(=O)Cc1ccc(NC(=O)N(Cc2ccc(CC)cc2)Cc2cn[nH]c2-c2ccc(OC)cc2)cc1
→ ., ., ?, ?, ., ., 10%, ., 18
(35) CCCC(=O)Nc1ccc(C2C(=O)c3ccccc3C2=O)cc1
→ -1%, 0%, 15%, ?, -9%, 2%, ?, -19, -3
(36) CCS(=O)(=O)N1CCCC(C(=O)NCCc2ccc(OC)c(OC)c2)C1 (stereo not given)
→ 9%, 0%, 3%, 15%, 12%, ?, -3%, -10, -4
(37) CC(C)=C1C2CCC1C1C(=O)N(c3ccc(C)c(C)c3)C(=O)C21 (stereo not given)
→ 8%, 3%, 0%, ?, 10%, 0%, -2%, 2, 2
(38) C[C@H](NC(=O)[C@@H]1Cc2ccccc2CN1C(=O)OC(C)(C)C)C(=O)NCc1ccco1
→ 1%, 13%, -1%, -7%, 2%, 1%, 7%, -4, -12
(39) COc1ccc(C(CC(=O)O)NC(=O)c2sc3ccccc3c2Cl)cc1 (stereo not given)
→ -10%, 5%, -2%, 1%, -2%, 4%, 19%, -18, -3
(40) Cc1cccc(-c2nnc3n2N=C(c2ccccc2)CS3)c1
→ -14%, 4%, -25%, 8.2µM*, -8%, 13%, ?, 13, -5
(41) CN(Cc1ccc(Cl)cc1)C(=O)c1[nH]c(C(F)(F)F)nc1-c1ccccc1
→ -3%, ., -14%, 0%, 5%, ., 0%, 25, 1
(42) FC(F)(F)c1ccccc1N/N=C/c1cccnc1
→ -5%, -1%, -9%, 2%, 4%, 10%, ?, ?, -6

# An excerpt from above with just DRD3 agonist:
item | canonical_smiles | DRD3 agonist
36 | CCS(=O)(=O)N1CCCC(C(=O)NCCc2ccc(OC)c(OC)c2)C1 (stereo not given) | -4
25 | Cc1ccc(C(=O)CSc2ccc(-c3ccccc3)nn2)cc1 | 3
33 | COC(=O)N[C@@H]1C[C@H]2[C@@H]3CC[C@H]4C[C@@H](OC)CC[C@]4(C)[C@H]3CC[C@@]12C | 13
